Source: PubChem
AmpC inh detg = blocks E. coli AmpC beta-lactamase in detergent assay. P00811. Potency, µM (series often up to 114 µM), for inactives: at the top dose activity change, negative = inhibition, actives largely listed as inhibitors. AmpC hydrolysis of nitrocefin, absorbance 480 nm, 0.01% Triton. 0.041% of 370,000 active. AID 485294;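 note: potency is the fitted concentration of half-maximal effect; 0% = no-compound wells and -100% = no-enzyme wells; nearly all actives have a fitted effect of over 25% in size; some results filed as inactive show a strong effect at the top dose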
Target sequence (P00811 whole entry, looked up): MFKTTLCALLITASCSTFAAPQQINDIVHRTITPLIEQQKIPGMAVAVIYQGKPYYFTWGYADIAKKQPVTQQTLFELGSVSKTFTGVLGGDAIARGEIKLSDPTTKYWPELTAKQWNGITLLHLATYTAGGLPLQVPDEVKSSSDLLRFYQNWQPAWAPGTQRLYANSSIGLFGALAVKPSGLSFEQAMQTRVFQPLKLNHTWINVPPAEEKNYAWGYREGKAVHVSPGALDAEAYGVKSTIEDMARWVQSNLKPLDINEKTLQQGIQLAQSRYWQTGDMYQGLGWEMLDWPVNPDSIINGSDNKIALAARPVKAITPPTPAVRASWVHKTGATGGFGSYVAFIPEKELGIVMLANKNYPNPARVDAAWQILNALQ
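20 mM phosphate pH 7.0 + 0.01% (detergent screen) or 0.0001% Triton X-100; 5.3 nM AmpC reagent; cpd preinc 15 min RT; nitrocefin (800 uM stock) to start; A480 q20 s × 4 min; Activity was normalised to no-enzyme and no-compound control wells.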
AMA1 RON2 block = disrupts binding of P. falciparum AMA1 to RON2. AlphaScreen AMA1-biotinylated RON2 peptide binding. Potency, µM (series often up to 58.2 µM), without a hit: at the top dose activity change, negative = inhibition, actives largely listed as inhibitors. 0.2% of 360,000 active;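 note: potency is the fitted concentration of half-maximal effect; 0% = vehicle wells and -100% = peptide control; nearly all actives have a fitted effect of over 45% in size; some results filed as inactive show a strong effect at the top dose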
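AMA1 (3D7) with his tag at 25 nM final met compounds first, then biotinylated RON2 peptide at 25 nM; detection used donor plus acceptor beads, 10 µg/mL apiece, read by AlphaScreen after 30 min at room temperature.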
HCMV inh = human cytomegalovirus inhibition; AID 1259415; HFF cells, HCMV-luciferase reporter, 72 h; stronger effect = lower value; activity change, negative = inhibition, % at 57.5 µM; 4.5% of 410,000 active; in the data active = activity change below about -60%; inconclusive = no clear call, values can overlap the other calls; inactive = above about -39%
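HFF cells seeded 16 h at 37C, treated with compounds, infected with luciferase-reporter HCMV at MOI 1 PFU/cell; luciferase read at 72 h post infection, normalized to buffer-only and Salinomycin controls.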
Giardia FBPA inh = blocks Giardia fructose-bisphosphate aldolase activity; A8B2U2; purified Giardia FBPA; Potency, µM (doses to about 59.6 µM), inactives show at the top dose activity, negative = inhibition, most hits filed as inhibitors; 0.71% of 290,000 active; note: potency is the fitted concentration of half-maximal effect; nearly all actives have a fitted effect of over 55% in size
Target sequence (A8B2U2 whole entry, looked up): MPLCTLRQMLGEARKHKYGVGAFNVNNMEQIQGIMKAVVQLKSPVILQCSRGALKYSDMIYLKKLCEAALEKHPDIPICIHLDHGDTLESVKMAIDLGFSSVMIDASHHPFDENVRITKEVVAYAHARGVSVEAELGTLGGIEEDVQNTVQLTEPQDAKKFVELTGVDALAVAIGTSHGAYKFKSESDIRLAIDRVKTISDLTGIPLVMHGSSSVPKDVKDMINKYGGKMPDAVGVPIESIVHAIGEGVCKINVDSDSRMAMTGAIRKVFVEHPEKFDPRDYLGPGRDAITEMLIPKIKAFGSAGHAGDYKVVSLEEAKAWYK
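40 nM FBPA preincubated 10 min at RT with compound (up to 57.5 uM final), then substrate plus GAPDH/TPI/NAD/arsenate coupling and diaphorase/resazurin added. Fluorescence read after 20 min at RT, 525/598 nm.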
HCV inhibitor = HCV inhibition | Potency, µM (titrated, usually from 41.8 µM), inactives show top-dose activity change, negative = inhibition, hits mostly inhibitors | 3.4% of 340,000 active | Huh7.5.1 HCVcc-Cre infection, luciferase reporter, 44 h | AID 651820; note: potency is the fitted concentration of half-maximal effect
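HCVcc-Cre virus at an moi near 0.5 was added right after compound to cells cultured 4 h from seeding (1,000 cells/well). Luciferase activity was determined 44 h later, 15 min after substrate addition at RT.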
Sm TGR block = inhibitors of Schistosoma mansoni thioredoxin glutathione reductase; purified TGR, DTNB reduction, TNB absorbance 405 nm; Potency, µM (top dose mostly 114 µM), for the others: top-dose activity change, negative = inhibition, most hits filed as inhibitors; 3% of 360,000 active; AID 485364; note: potency is the fitted concentration of half-maximal effect; nearly all actives have a fitted effect of over 60% in size
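Kinetic colorimetric format: TGR-catalysed, NADPH-driven DTNB reduction monitored via TNB absorbance. Enzyme dispensed at 20 nM; compound exposure 15 min at room temperature before reaction start.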
Numbers without * were called inactive; u = inconclusive; x = not tested or not shown; [ ] = another dose, or the depositor's remark. Unless noted, calls come from the whole dose curve; as a rule, active = well fitted curve in the direction sought with a large enough effect; inconclusive = small, poorly fitted or top-dose-only effect, or another doubt; inactive = no such curve, though single readings can be large; an effect the other way counts as inactive or inconclusive. Unless noted, % is set by controls: 0 for no effect and ±100 for the full control effect.

compound	AmpC inh detg	AMA1 RON2 block	HCMV inh	Giardia FBPA inh	HCV inhibitor	Sm TGR block
C/C=C(/C)C(=O)OC1c2c(ccc3ccc(=O)oc23)OC(C)(C)C1OC(C)=O (configuration not stated)	u	19%	-16	-6%	u	-20%
O=C(COc1ccc(Br)cc1CNC1CCCCC1)NCCc1ccccc1	-13%	-3%	-11	5%	u	7%
Cc1c(NC(=O)Nc2cccc(Cl)c2)c(=O)n(-c2ccccc2)n1C	-10%	2%	3	0%	0%	1%[11.4 µM]
CCOC(=O)c1c(C)nc2ccccc2c1C	-16%	4%	-20	22%	16%	-2%
COc1cc(-c2nnc(SCC(=O)N3CCCC3)o2)cc(OC)c1OC	u	2%	85	-1%	-5%	-10%
COc1ccc([C@H]2CC(=O)C=C(c3cc4ccccc4s3)C2)cc1	9%	-14%	6	x	7%	0%
O=C(Nc1ncccc1O)c1ccc(C(=O)c2ccccc2)cc1	-9%	69%[activator]	-18	x	8%	-16%
COc1ccc(C(=O)CC2(O)C(=O)N(Cc3ccccc3)c3ccc(Br)cc32)cc1 (configuration not stated)	-6%	x	9	x	x	7%
CCn1c2ccccc2c2cc(/C=N/O)ccc21	-10%	-3%	-74*	-7%	11µM*	15%
N/C(CCN1CCOCC1)=N/O	-9%	-3%	-1	2%	12%	-9%
CC(C)(C)C1c2[nH]c3ccccc3c2CCN1CCCn1cccn1 (configuration not stated)	4%	13%	51	-4%	4%	40µM*
Cc1ccc(CNC(=O)C2CCCN2C(=O)Nc2cccc(Cl)c2)cc1 (configuration not stated)	-4%	-4%	7	9%	5%	-1%
Cc1cc(-c2nnc(CCC(=O)NCc3ccc(F)c(F)c3)o2)no1	-12%	4%	1	6%	16%	5%
O=C(CSc1nnc2[nH]c(=O)cc(-c3ccccc3)n12)Nc1ccccc1C(F)(F)F	-1%	x	33	x	x	3%
O=C(COc1ccc2ccccc2c1Br)Nc1ncn[nH]1	-3%	46%[activator]	-37	1%	-10%	0%
CCOC(=O)C1=CN(Cc2ccco2)S(=O)(=O)N(CC)C1c1ccc(C(F)(F)F)cc1 (configuration not stated)	x	-3%	-7	x	u	x
CC(C)CC(=O)NN1CCCCC1	2%	1%	-33	3%	14%	20%
CCCC(C)C(=O)Nc1ccc(Cl)cn1 (configuration not stated)	-8%	-14%	71	4%	3%	-8%
Cc1ccc2nc(-c3ccc(NS(=O)(=O)c4ccccc4)cc3)sc2c1	-1%	7%	-11	2%	-29%	-8%
COc1ccc(NC(=O)CSc2nnc(CN3CCOCC3)n2C)cc1Cl	x	16%	48	x	18%	x
COc1ccc(CCNC(=O)CN2CCN(c3ccccc3Cl)CC2)cc1	8%	-5%	40	-3%	-11%	2%
O=C1C2C3C=CC(C4CC34)C2C(=O)N1/N=C/c1ccc(-c2ccccc2[N+](=O)[O-])o1 (configuration not stated)	0%	-27%	-26	-27%	0%	-5%
CS(=O)(=O)c1ccc(Cl)c(NC(=O)c2cccc(-n3cnnn3)c2)c1	-9%	2%	-9	x	3%	-4%
COCCCNC(=O)Cn1cc(/C=C(\C#N)C(=O)NC2CCCC2)c2ccccc21	-18%	-2%	-3	1%	4%	-22%
CCC(=O)NC(=S)Nc1ccc(NC(=O)c2cccnc2)cc1	2%	0%	-34	-1%	17%	u
CC(OC(=O)/C=C/c1ccccc1)C(=O)Nc1cccc(C#N)c1 (configuration not stated)	-8%	-20%	-32	x	u	3%
Cc1ccc(SCC(=O)N2CCN(c3ccc(F)cc3)CC2)cc1	x	-4%	-21	x	0%	x
O=C(COc1ccc(Cl)cc1)N1CCN(C/C=C/c2ccccc2)CC1	u	-13%	-21	-3%	-3%	-16%
CC1CC(C)CN(C(=O)CCc2ccccc2)C1 (configuration not stated)	2%	2%	-39	0%	6%	-17%
CCN(CC(=O)Nc1c(F)cccc1F)C(=O)c1cccc(S(=O)(=O)N2CCN(c3ccccc3)CC2)c1	u	-4%	-32	x	x	-6%

Profiles from above.
`CC(OC(=O)/C=C/c1ccccc1)C(=O)Nc1cccc(C#N)c1` (configuration not stated) is listed with AmpC inh detg = -8%; AMA1 RON2 block = -20%; HCMV inh = -32; Giardia FBPA inh = x; HCV inhibitor = u; Sm TGR block = 3%
`O=C(CSc1nnc2[nH]c(=O)cc(-c3ccccc3)n12)Nc1ccccc1C(F)(F)F` is listed with AmpC inh detg = -1%; AMA1 RON2 block = x; HCMV inh = 33; Giardia FBPA inh = x; HCV inhibitor = x; Sm TGR block = 3%

Following part:
compound	AmpC inh detg	AMA1 RON2 block	HCMV inh	Giardia FBPA inh	HCV inhibitor	Sm TGR block
CCn1c(SCC(N)=O)nc2sc3c(c2c1=O)CCCC3	5%	144%[activator]	u	1%	4%	-8%
O=C(N/N=C\c1ccc([N+](=O)[O-])s1)C1COc2ccccc2O1 (configuration not stated)	7%	5%	-4	-9%	10µM*	u
Cc1ccc(S(=O)(=O)Nc2ccc(-c3nnc(SCC#N)n3C)cc2)cc1	-9%	6%	-9	22%	13%	7%
CC(NC(=O)Nc1ncccn1)(C(F)(F)F)C(F)(F)F	9%	-7%	20	-4%	-14%	5%
CC1CCc2cccc3c2N1c1cc(C#N)c(C#N)cc1O3 (configuration not stated)	-15%	14%	-22	1%	u	-39%
O=C1CC(c2ccccc2)CN1Cc1ccccc1 (configuration not stated)	-13%	10%	4	2%	-10%	-3%
O=C(NCC1CCCO1)c1sc2cc(Cl)ccc2c1Cl (configuration not stated)	u	-2%	13	-2%	26%	-6%
O=C(CSC1=NCCS1)N1CCc2ccccc21	1%	u	-23	1%	-9%	-1%
CCOC(=O)c1cnc2c(Cl)cccc2c1NCCCN1CCOCC1	u	0%	-2	-8%	-24%	5%
O=C1CC(c2ccco2)CC(O)=C1C=NCCO (configuration not stated)	-10%	-12%	-8	-23%	-12%	u
COc1ccccc1NCN1C(=O)CCC1=O	-16%	2%	43	-16%	-5%	-2%
COc1ccccc1C1NC(c2ccccc2OC)C(C)C(=O)C1C (configuration not stated)	u	6%	6	1%	-2%	3%
COc1ccc(CCNC(=O)CCC(=O)N2CCN(S(=O)(=O)c3ccc(Cl)cc3)CC2)cc1OC	3%	5%	6	2%	0%	-4%
COc1ccc(-c2noc(N3CCN(c4ccc(Cl)cc4)CC3)n2)cc1OC	9%	x	-16	x	x	-5%
Cc1cccc(NC(=O)COC(=O)CSc2ccccc2)c1C	u	-2%	-33	x	5%	-28%
CC(NC(=O)Cn1nc(C(F)(F)F)c2c1CCC2)c1ccccc1 (configuration not stated)	-6%	9%	u	-1%	19%	-9%
Cc1ccc(NC(=O)c2ccc3[nH]c(C)cc(=O)c3c2)cc1	-6%	x	10	x	x	-9%
O=C(COC(=O)c1ccc(NS(=O)(=O)c2cccs2)cc1)Nc1nc2c(F)c(F)c(F)cc2s1	-4%	9%	x	0%	10%	-6%
COC(=O)Cn1cc(/C=N/NC(=O)COc2cccc3cccnc23)c2ccccc21	-16%	-14%	-70*	10%	2%	-11%
CC(C)CCNC(=O)C(C)N(Cc1ccc(F)cc1)C(=O)c1ccc(CN2CCOCC2)o1 (configuration not stated)	3%	1%	9	7%	11%	4%[57.1 µM]
CNC(=O)c1nnc(Cc2ccc(F)cc2)o1	-5%	17%	23	0%	-28%	-11%
CC(C)OCCCNc1ncc2c(n1)CC(c1ccc(N(C)C)cc1)CC2=O (configuration not stated)	u	34%	0	12%	6%	0%
CC(=O)Nc1ccc2nc(NC(=O)COc3cccc(C)c3)sc2c1	-3%	-1%	132	6%	u	1%
Cc1cc(C)c2nc(SCC(=O)Nc3cc(C)on3)c(C#N)cc2c1	-12%	6%	-21	4%	-15%	5%
O=C(CN1CCN(c2ccccc2O)CC1)NCCCc1ccccc1	10%	-6%	7	0%	3%	-6%
COc1cccc(C(=O)N2CCN(C3CCC(c4ccccc4)CC3)CC2)c1 (configuration not stated)	0%	-7%	-1	2%	u	-27%
CCN1CCN(c2ccc(S(=O)(=O)N3CCCCC3)cc2NC(=O)Cc2c(F)cccc2Cl)CC1	-6%	-4%	-4	x	u	-22%
COc1ccc(N2C(=O)CC(N3CCN(S(=O)(=O)c4ccc(Cl)cc4)CC3)C2=O)cc1 (configuration not stated)	u	12%	0	0%	8%	-1%
O=C(Cc1ccccc1)N/N=C/c1ccc(Cl)cc1Cl	-8%	3%	0	3%[12.9 µM]	u	13%
Cc1cc(N2CCCCC2)ccc1C=C1C(=O)N(C)C(=S)N(C)C1=O	-2%	0%	16	-5%	u	7.1µM*
CCN(CC)CCCOc1ccc(Cl)c(Cl)c1	3%	-17%	8	-19%	u	7%
CS(=O)(=O)N(CC(=O)NC1CCCC1)c1cccc(F)c1	0%	1%	45	6%	4%	4%
Cc1nnc(SCC(=O)N2CC(C)OC(C)C2)n1-c1ccccc1 (configuration not stated)	u	9%	-13	10%	2%	-14%
Cc1ccc(S(=O)(=O)NC(CC(=O)N2CCOCC2)c2ccco2)cc1 (configuration not stated)	5%	-1%	10	1%	5%	-3%
O=C1CC(c2ccc(F)cc2)C2=C(CCCC2=O)N1 (configuration not stated)	-12%	4%	-23	4%	4%	-1%
O=C(O)C1CCN(S(=O)(=O)c2ccc(N3CCC(O)CC3)c([N+](=O)[O-])c2)CC1	-2%	7%	15	x	14%	-7%
CCOc1ccc(C(CC(=O)O)NC(=O)c2sc3ccccc3c2Cl)cc1 (configuration not stated)	-2%	-7%	0	12%	-4%	2%
Cc1ccc(S(=O)(=O)NCCC(=O)N2CCCCCCC2)cc1C	0%	13%	19	x	-4%	-3%
CCOc1ccc(NC(=O)Cn2ncc3ccccc32)cc1	0%	1%	74	0%	-6%	-20%
COc1ccc(S(=O)(=O)N2CCCOC2CNC(=O)C(=O)NCCCN2CCOCC2)cc1C (configuration not stated)	-7%	-11%	-12	x	-4%	0%
CSc1nc2nc3c(c(=O)n2[nH]1)CCCC3	0%	6%	-4	u	17%	54%[activator]
CCN(CC(=O)Nc1ccc(OC)cc1)C(=O)c1ccc(N2C(=O)CCC2=O)cc1	2%	18%	-9	x	4%	0%
COc1ccccc1C(=O)N/C(N)=N/c1nc2ccccc2o1	-14%	4%	98	-4%	-6%	11%
COc1ccc(Cl)cc1S(=O)(=O)N1CCC(C(=O)NC2CCCC2)CC1	-11%	4%	-12	5%	-7%	-2%

An excerpt of these results, as labelled records.
O=C1CC(c2ccc(F)cc2)C2=C(CCCC2=O)N1 (configuration not stated)
  AmpC inh detg: -12% | AMA1 RON2 block: 4% | HCMV inh: -23 | Giardia FBPA inh: 4% | HCV inhibitor: 4% | Sm TGR block: -1%
O=C(O)C1CCN(S(=O)(=O)c2ccc(N3CCC(O)CC3)c([N+](=O)[O-])c2)CC1
  AmpC inh detg: -2% | AMA1 RON2 block: 7% | HCMV inh: 15 | Giardia FBPA inh: x | HCV inhibitor: 14% | Sm TGR block: -7%
CCOc1ccc(C(CC(=O)O)NC(=O)c2sc3ccccc3c2Cl)cc1 (configuration not stated)
  AmpC inh detg: -2% | AMA1 RON2 block: -7% | HCMV inh: 0 | Giardia FBPA inh: 12% | HCV inhibitor: -4% | Sm TGR block: 2%

Random draw from the library; any-hit rate near 9.3%.
